Assay outcomes: PubChem, Broad Institute
ARNT TACC3 PPI = disruptors of human ARNT/TACC3 interaction. AID 623870. actives 0.66% (n = 390,000). inhibition, % at 9.99 µM. Q9Y6A5. AlphaScreen His-ARNT PAS-B/GST-TACC3 binding, luminescence; TACC3 fragment carries E629A point mutation;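 active means mean inhibition of replicates at least 50% and at least half of replicates each reaching 50%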;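 further: 0% = complete ARNT plus TACC3 wells and 100% = ARNT alone without TACC3; many hits fall short of the cut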
GSIS activator = primary screen for activators of insulin secretion dependent on glucose, INS-1E cells, GLuc reporter luminescence | INS-1E GLuc reporter insulin secretion, 2-3 h | activation, % at 16.6 µM | actives 0.61% (n = 370,000) | AID 743287;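 active means lowest replicate activation of at least 40%, so every replicate reaches that level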;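 further: 0% = median of neutral control wells and 100% = median of IBMX positive control wells; some compounds called inactive have numbers as strong as hits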
PAX8 inh HTS = inhibitors of PAX8 transcriptional activity in RMG-I cells | RMG-I TPO-luciferase reporter, SteadyGlo, 24 h | inhibition, % at 12.6 µM | actives 1.2% (n = 360,000) | AID 652154;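 active means mean replicate inhibition at least 60% with every replicate also reaching 60%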;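 further: luciferase light reporting Pax8 driven TPO promoter activity; plate controls were median of neutral control wells for no effect and mitoxantrone controls for full effect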
Numbers without * were called inactive. An excerpt (hit frequency here may not be typical).

SMILES | ARNT TACC3 PPI | GSIS activator | PAX8 inh HTS
Cc1cccc(NC(=S)Nn2cnnc2)c1C | 3 | 0 | 10
O=C1C=CC(=O)N1c1ccc(O)cc1 | -2 | 28 | 28
O=C(NC1CCCCC1)c1c2c(nc3ccccc13)CCC2 | 0 | -3 | 7
CCOC(=O)C1(Cc2cccc(OC)c2)CCN(Cc2cccc3cnccc23)CC1 | 6 | -17 | 7
CC(=O)Nc1ccc(NC(=O)C(C)OC(=O)c2ccc(C)s2)cc1 (configuration not stated) | 2 | -2 | -14
Cc1ccc(NC(=O)CN(C)C(=O)COc2ccc(C(=O)c3ccc(F)cc3)cc2)cc1 | 0 | -18 | 0
COc1cc(OC)cc(C(=O)NCc2cc(C)nc3ccccc23)c1 | 1 | -4 | 8
COc1ccc(C(=O)NC(=S)Nc2ccc(CN3CCCCC3)cc2)cc1Cl | 11 | 13 | -20
Cn1c(SCc2cc([N+](=O)[O-])cc3c2OCOC3)nnc1-c1ccccn1 | -1 | 4 | 3
CC(C)C(NC(=O)/C=C/c1cccc([N+](=O)[O-])c1)C(C)C | -2 | -10 | 18
CC1=NN(c2ccc(Cl)c(C(=O)O)c2)C(=O)C1 | 30 | 7 | 3
O=C(NC12CC3CC(CC(C3)C1)C2)c1ccc(-c2ccc(Br)cc2)o1 | 19 | 9 | 34
CC(=O)Nc1ccc(Nc2nc(-c3ccccc3)nc3ccccc23)cc1 | -32 | -1 | 19
CC(=O)/C(N)=N/Nc1cccc(Cl)c1 | 3 | -8 | -1
N#Cc1ccc(C(=O)N2CCN(S(=O)(=O)c3ccc(Br)s3)CC2)cc1 | -2 | -19 | -25
O=C(Nc1ccccc1F)C1C2C=CC3(O2)C1C(=O)N(c1cccnc1)C3C(=O)NC1CCCCC1 (configuration not stated) | -2 | 17 | 11
O=C1NCCNC(=O)c2ccccc2OCCOc2ccccc21 | -17 | 6 | 7
Cc1cc(/C=N/N2CCN(C)CC2)c(C)n1-c1ccccc1F | 2 | -2 | 4
C/C(=N\NC(=O)c1c(C)nc2ccccn12)c1ccco1 | 2 | -2 | -62
Cc1ccc(C(=O)NCC(=O)OCC(=O)NCC(F)(F)F)cc1 | 0 | -2 | 4
CN=C(Cc1ccccc1)C1=C(O)CC(C)(C)CC1=O | -6 | -4 | 3
O=C(CCOc1ccccc1F)N1CCN(c2ccccc2O)CC1 | -7 | 6 | -67
S=C1NCCOCCOCCNC(=S)N2CCOCCOCCN1CCOCCOCC2 | -3 | -9 | -19
O=C(c1cccc(C(F)(F)F)c1)C1CCCN(Cc2cccn2-c2ncccn2)C1 (configuration not stated) | 10 | -18 | 12
COC(=O)[C@H](CC(C)C)NC(=O)CCc1nnc(COc2ccccc2)o1 | -12 | -9 | 5
COc1ccc(NC(=O)CSc2nnc(-c3ccncc3)n2C)cc1 | -1 | 5 | -21
O=C(Nc1ccc(-c2nnc3n2CCCCC3)cc1)c1cc2ccccc2o1 | -2 | -19 | -21
Cc1cc(=O)[nH]c(NN=C2CCC(C(C)(C)C)CC2)n1 (configuration not stated) | 2 | 4 | 1
Cc1cc(C)c2nc(-c3ccco3)cc(C(=O)O)c2c1 | -6 | 22 | 11
COc1ccc2[nH]c(=O)c(CN(Cc3ccccc3)C(=S)NCC3CCCO3)cc2c1 (configuration not stated) | 5 | -18 | 5
CCC(=O)Nc1ccc(C(=O)Nc2ccc(OC)cc2[N+](=O)[O-])cc1 | -1 | -4 | -20
COc1ccc(N(CC(=O)NCCSCc2ccco2)S(=O)(=O)c2ccccc2)cc1 | -6 | -22 | 23
CCN(CC(=O)Nc1cc(Cl)ccc1C)C(=O)COc1ccccc1F | 1 | -4 | 18
Cn1ncc2c(=O)n(/N=C/c3ccccc3)cnc21 | -5 | -5 | -17
CCOC(=O)c1noc(C)c1C(=O)Nc1nc(C)cc(C)n1 | -10 | 14 | -5
CC(C)c1cc(NC(=O)CCl)on1 | 28 | -6 | 7
CCOC(=O)/C(=N\Nc1ccccc1Cl)N(C)C1CCCCC1 | -3 | 6 | 12
O=C(CCN1C(=O)c2cccc3cccc(c23)C1=O)NCc1ccco1 | -1 | -7 | 2
CCOc1ccc(C(=O)NC(=S)NCc2cccnc2)cc1[N+](=O)[O-] | 1 | 8 | 0
COC(=O)c1cc2c(C)[nH]c(C)c2cc(C(=O)OC)c1=O | -1 | 1 | 2
Cc1c(NC(=O)CSc2ccc(Cl)cc2)c(=O)n(-c2ccccc2)n1C | -4 | 11 | 25
S=C(NCCc1ccc(Cl)cc1)NC1CC1 | -25 | -27 | -6
O=C(Nc1nnc(Cc2c[nH]c3ccccc23)s1)c1ccc(Cl)cc1Cl | -1 | 1 | 23
CCCCN1C(=O)C(=O)N(CC(=O)NC2CCCc3ccccc32)C1=O (configuration not stated) | -12 | -12 | -11
O=C(Nc1ccc(Cl)cc1)Nc1cc(S(=O)(=O)N2CCOCC2)ccc1N1CCCC1 | -1 | -11 | -13
CCOC(=O)NC(NCc1cccc(C(F)(F)F)c1)(C(F)(F)F)C(F)(F)F | -8 | -36 | -7
CSc1ccc(/C=C(/NC(=O)c2ccccc2)C(=O)N2CCN(C)CC2)cc1 | -4 | 23 | 25
COCCNC(=O)COc1ncnc2scc(-c3ccc(F)cc3)c12 | -4 | -8 | -3
O=C(CSCc1ccc(C(=O)O)cc1)Nc1ccccc1 | -1 | -1 | 12
NC(=O)C1CCCN1 (configuration not stated) | 0 | -6 | 2

Further results follow.
SMILES | ARNT TACC3 PPI | GSIS activator | PAX8 inh HTS
O=C(Oc1ccccc1)n1c(=S)oc2ccccc21 | -10 | -1 | -15
COc1ccc(NC(=O)/C=C/c2ccc(C)o2)cc1S(=O)(=O)N1CCOCC1 | 0 | 0 | 9
Cc1ccc(C)c(NC(=S)N/N=C2/CCCCc3ccccc32)c1 | 12 | 1 | -1
O=C(CSc1nc(O)c(Cc2ccccc2)c(=O)[nH]1)Nc1nc2c(s1)CCCC2 | 1 | 4 | -18
Cc1nc(SCC2(C)CC2(Cl)Cl)n[nH]1 (configuration not stated) | -5 | 4 | -12
CCC1C2CN(C(C)=O)CC=C2C(C#N)=C(N)C1(C#N)C#N (configuration not stated) | 1 | 9 | 1
CCOc1ccccc1CN1CCN(Cc2ccc(C)o2)C(CCO)C1 (configuration not stated) | 6 | 7 | -18
Brc1ccccc1OCCCCCN1CCOCC1 | -2 | 12 | -16
COc1ccc(-c2nc(NC3=NCCCCC3)sc2C)cc1 | -1 | 1 | -4
COc1ccc(OC)c(C(=O)c2ccc(C(=O)Nc3cccc4ccccc34)cc2)c1 | 1 | 8 | -6
Cc1cccc2[nH]c(CN(C)C(=O)CC3C(=O)NCCN3CC(C)(C)C)nc12 (configuration not stated) | 0 | 7 | 15
COc1ccc2[nH]c(=O)c(CN(CC3CCCO3)C(=S)Nc3ccc(C)cc3)cc2c1 (configuration not stated) | 1 | -13 | 20
COc1ccccc1P(=O)(c1ccccc1)c1ccccc1NC(C)=O (configuration not stated) | -8 | -1 | 11
CC(CNC(=O)CCc1nnc(CCC2CCCCC2)o1)c1ccccc1 (configuration not stated) | -8 | -38 | -78
CNC(=O)CSc1nc2c([nH]c3ccccc32)c(=O)n1CCOC | -15 | -3 | 12
CCn1cc(Br)c(C(=O)Nc2ccccc2C(=O)OC)n1 | 23 | 15 | -1
CC(C)C(C(=O)O)N1CCS(=O)(=O)CC1 (configuration not stated) | -7 | -11 | -19
CCN(CC)CCCNCC(=O)Nc1ccc2c(c1)CCC2 | -2 | 9 | -12
CS(=O)(=O)c1ccc(S(=O)CC(=O)OCc2ccccc2)c([N+](=O)[O-])c1 (configuration not stated) | 1 | 81* | 107*
O=C(NCc1ccco1)c1nc(-c2ccc(F)cc2)no1 | -5 | -44 | -31
CCOC(=O)c1cc(NC(=O)c2ccccc2)c(=O)n2c1oc1ccccc12 | 3 | 23 | -9
N#Cc1ccc(OCC(=O)N/N=C2/CC(c3ccccc3)Oc3ccccc32)cc1 (configuration not stated) | -1 | -8 | 8
CC(=O)NC(Cc1cccc(C)c1)C(=O)NC1CCN(C(=O)c2ccc([N+](=O)[O-])cc2)CC1 (configuration not stated) | -7 | -3 | -20
CCCOc1ccc(N2C(=O)CC(SCc3nc4ccccc4[nH]3)C2=O)cc1 (configuration not stated) | 2 | -4 | 2
CCn1cc(CNCc2cn[nH]c2-c2cc3ccccc3o2)cn1 | -3 | 14 | 8
O=C(NCCc1c[nH]c2ccccc12)C(=O)NCC1OCCCN1S(=O)(=O)c1cc(F)ccc1F (configuration not stated) | 5 | -9 | 17
COc1ccc(C2NN=C(c3ccc(C)cc3)S2)cc1OC (configuration not stated) | -3 | 5 | -110
Cc1nnc(SC(C(=O)Nc2cc(Cl)cc(Cl)c2)c2ccccc2)[nH]c1=O (configuration not stated) | -1 | -10 | 0
COc1ccc2[nH]c(=O)c(CN(CC3CCCO3)S(=O)(=O)c3ccccc3)cc2c1 (configuration not stated) | -4 | -1 | -9
Cc1ccc(S(=O)(=O)NC2c3cccc4cccc(c34)C2Sc2n[nH]c(N)n2)cc1 (configuration not stated) | -1 | 12 | 20
Cc1ccccc1C(=O)NCCCc1ccccc1 | -5 | -8 | -75
COCCCN1C(=O)c2[nH]nc(-c3ccccc3O)c2C1c1cccc(Cl)c1 (configuration not stated) | 6 | -15 | 31
O=C(CNC(=O)c1ccco1)NCCCc1ccccc1 | 14 | 23 | -9
COc1cc(NC(=O)Cn2c(=O)n(-c3cccc(C)c3)c(=O)c3c(C)c(C)sc32)cc(OC)c1 | 20 | 14 | 51
Cc1nn(Cc2ccc(F)cc2)c2sc(C(=O)Nc3nccs3)cc12 | 6 | 0 | -1
O=C1C2C3C=CC(CC3)C2C(=O)N1/N=C/c1ccco1 (configuration not stated) | -3 | -9 | 14
O=C(N=c1ccn(-c2nc3ccccc3nc2NS(=O)(=O)c2ccccc2)cc1)c1cccs1 | 14 | -6 | -2
COc1ccc([N+](=O)[O-])cc1N(CC(=O)N1CCCC1)S(C)(=O)=O | 13 | 2 | -66
CCc1nnc(NC(=O)C2=NN(C3CCS(=O)(=O)C3)C(=O)CC2)s1 (configuration not stated) | 3 | -10 | 2
COc1ccccc1/C=C1\SC(=S)N(CCC(=O)NC2=NCCS2)C1=O | 3 | -2 | -5
Cc1ccc(C)n1CCN1CCN(C(=O)CC#N)CC1 | -8 | -5 | 19
C=CCNC(=O)COC(=O)c1ccc(Sc2nncn2C)c([N+](=O)[O-])c1 | -2 | -16 | -4
O=C1OC(/C(=C\Nc2cc(Cl)ccc2O)[N+](=O)[O-])c2ccccc21 (configuration not stated) | -7 | -15 | 5
Cc1c(O)c2cccnc2[nH]c1=O | 1 | 8 | -14
CCCOc1ccccc1N1C(=O)CC(N(O)c2ccccc2)C1=O (configuration not stated) | -3 | -1 | 0
CCCNC(=S)N1CC2(C)CN(C(=O)C(=O)OC)CC(C)(C1)C2=O | -1 | 10 | 3
Cc1ccc2c(c1)Oc1ccc([N+](=O)[O-])cc1C(=O)N2 | -3 | 11 | 10
COc1ccccc1N1CCN(Cc2nc(N)nc(Nc3ccccc3)n2)CC1 | 16 | 4 | 23
CCOc1ccc2ncc(S(=O)(=O)c3ccccc3)c(N3CCN(c4ccc(OC)cc4)CC3)c2c1 | 1 | 7 | 5
CCCCCCCCCCCC(=O)NC(Cc1ccc(OC)c([N+](=O)[O-])c1)C(=O)O (configuration not stated) | -1 | -26 | 15

(more compounds)
SMILES | ARNT TACC3 PPI | GSIS activator | PAX8 inh HTS
NC(=O)NC(=O)COC(=O)/C=C/c1cccc(Br)c1 | -3 | 4 | 4
O=C(COC(=O)c1cc(Br)ccc1Cl)NC(=O)NCc1ccccc1 | -3 | -5 | 18
CC(=O)c1ccc(N2CCN(C(=O)Nc3cccc(F)c3)CC2)cc1 | 2 | -7 | -16
COc1cc(COCC(O)CN2CCN(Cc3ccccc3)CC2)cc(OC)c1OC (configuration not stated) | -7 | 25 | 10
COc1cccc(-c2n[nH]c3c2CCC3)c1 | 2 | 9 | 12
Cc1ccnc(NS(=O)(=O)c2ccc(NC(=O)c3ccc([N+](=O)[O-])s3)cc2)n1 | -5 | -3 | 44
COc1ccc(NC(=O)CSc2nc(-c3ccc(C)cc3)cc(C(F)(F)F)c2C#N)cc1 | 0 | 9 | 18
